High-throughput results as filed in PubChem BioAssay.
esBAF inh: blocks esBAF chromatin remodeling in mouse ES cells; Bmi1-luciferase knock-in reporter, 24 h; 100% = twice the neutral-well signal; reporter increase, % at 12.5 µM; 350,000 compounds, 2% hits; AID 602393; in the data active = activation above about 40%; inconclusive = no clear call, values can overlap the other calls;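 note: 0% = median of the plate's neutral control wells and 100% = double that signal; a rise in the Bmi1 reporter signal indicates esBAF inhibition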
S100A4 MyoIIA: S100A4-myosin IIA interaction inhibition; P26447; S100A4/TAMRA-MyoIIA peptide fluorescence polarization; inhibition, % at 10.7 µM; 360,000 compounds, 0.14% hits;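 active = mean inhibition of at least 70% across replicates, with every replicate also reaching that level; inconclusive = mean inhibition reaches 70% but some replicates fall short; inactive = mean inhibition below 70%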
Target sequence (P26447 whole entry, looked up): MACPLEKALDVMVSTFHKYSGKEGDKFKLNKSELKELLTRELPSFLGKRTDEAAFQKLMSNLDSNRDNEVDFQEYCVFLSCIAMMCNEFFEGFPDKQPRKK
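Material: human S100A4 monomer with TAMRA-labelled myosin IIA peptide; buffer or medium: HEPES pH 7.2 with CaCl2, KCl, NaCl, DTT, Triton; compound dosing: one concentration per compound; schedule: 5 min incubation before reading; benchmarks: neutral control DMSO, positive control TFP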
E-sel inducer: induces E-selectin expression in human endothelial cells. 260,000 compounds, 0.37% hits. activation, % at 7.58 µM. P16581. AID 686992. HUVEC E-selectin immunofluorescence imaging; normalized: neutral wells 0, TNF-alpha wells 100;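 active = mean E-selectin-positive cell signal at least 10% of the positive control, reached in at least 60% of replicates, without over 20% cell loss; inconclusive = no rule given, readout overlaps actives, possibly toxicity-flagged; inactive = the rest, including those meeting only one limit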;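 note: in these data hits start at about 27%; measured in HUVEC primary endothelial cells; signal is the percent of cells scored E-selectin positive by PE staining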
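Material: HUVEC primary endothelial cells; Amount: 3,000 cells per well; Dosing: single concentration; Medium: EGM-2 growth medium on 0.1% gelatin-coated wells; Read-out basis: percent E-selectin-positive cells; Signal: immunofluorescence imaging; Control set: TNF-alpha, DMSO.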
XiGFP reactiv: reactivates the inactive X chromosome in mouse fibroblasts | AID 743238 | activation, % at 7.58 µM | 360,000 compounds, 0.055% hits | XiGFP mouse fibroblasts, % GFP-positive cells imaging, 3 d; cells co-treated with 5-aza-dC sensitizer; scaled so ellipticine positive control = 100%;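 active = mean normalized replicate activation at least 10% and every replicate at or above 10%; inconclusive = only one of the two criteria met; inactive = mean below 10% and not all replicates reach 10%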;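 note: 0% = median of on-plate neutral control wells and 100% = ellipticine 6 µM median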
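assay system = SV40-immortalized XiGFP fibroblast cells, line 68-5-11 | buffer or medium = DMEM plus 5-aza-dC sensitizer | doses = single-point pinned compound dosing | times = 3-day compound exposure, then 15 min fixation at room temperature | benchmarks = positive control ellipticine, 6 µM final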
ERp5 block: inhibitors of human ERp5 | Q15084 | ERp5 insulin aggregation, absorbance 650 nm, 90 min | inhibition, % at 9.99 µM | 350,000 compounds, 0.05% hits | AID 651711;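 active = mean replicate inhibition above about 25%, with every replicate also reaching it, limit read from the data, passing the limit was not always enough; inconclusive = only one of those two criteria met; inactive = neither criterion met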
Target sequence (Q15084 whole entry, looked up): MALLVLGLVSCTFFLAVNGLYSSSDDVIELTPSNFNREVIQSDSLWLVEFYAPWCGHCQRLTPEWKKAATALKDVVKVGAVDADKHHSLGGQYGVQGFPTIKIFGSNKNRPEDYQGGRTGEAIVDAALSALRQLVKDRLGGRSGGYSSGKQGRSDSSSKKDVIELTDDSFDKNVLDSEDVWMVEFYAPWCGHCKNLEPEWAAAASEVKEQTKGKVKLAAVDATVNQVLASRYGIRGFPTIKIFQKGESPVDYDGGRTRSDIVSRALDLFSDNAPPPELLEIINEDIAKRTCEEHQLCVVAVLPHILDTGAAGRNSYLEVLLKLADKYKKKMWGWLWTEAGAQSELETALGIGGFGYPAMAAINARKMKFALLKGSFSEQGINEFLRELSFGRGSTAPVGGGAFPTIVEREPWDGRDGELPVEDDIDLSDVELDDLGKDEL
RAD54 inh: blocks human RAD54 Holliday junction branch migration | Q92698 | FAM/BHQ fluorescence | inhibition, % at 10.4 µM | 360,000 compounds, 0.14% hits;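 active = mean normalized replicate activity at least 40 and at least half of replicates scoring 40 or more; inconclusive = only one of the two criteria met; inactive = mean below 40 and under half of replicates reaching 40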;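 note: 0% = median of neutral control wells and 100% = median of positive control wells; inhibitors cause a drop in the FAM fluorescence signal; in these data hits start at about 50%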
RAD52 inh: blocks human RAD52 DNA annealing. P43351. recombinant RAD52 DNA annealing, FRET fluorescence. inhibition, % at 18.7 µM. 360,000 compounds, 0.46% hits. AID 651710;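 active = every replicate showing at least 50% inhibition; inconclusive = mean inhibition at least 50% but not in every replicate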
Target sequence (P43351 whole entry, looked up): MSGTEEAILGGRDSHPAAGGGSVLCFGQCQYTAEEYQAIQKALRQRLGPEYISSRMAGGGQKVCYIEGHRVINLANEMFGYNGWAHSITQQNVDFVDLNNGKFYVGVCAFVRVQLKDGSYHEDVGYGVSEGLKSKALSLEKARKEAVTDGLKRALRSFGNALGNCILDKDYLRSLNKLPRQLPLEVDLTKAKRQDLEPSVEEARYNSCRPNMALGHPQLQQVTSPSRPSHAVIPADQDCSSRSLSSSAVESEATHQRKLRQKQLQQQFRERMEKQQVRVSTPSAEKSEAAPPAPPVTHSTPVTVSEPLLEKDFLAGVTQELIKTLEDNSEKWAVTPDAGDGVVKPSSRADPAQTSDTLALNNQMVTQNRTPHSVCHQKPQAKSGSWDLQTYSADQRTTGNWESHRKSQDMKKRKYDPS
ERAP1 HTS inh: ERAP1 (human) enzyme inhibition; recombinant ERAP1, Leu-AMC fluorescence, 60 min; 340,000 compounds, 0.15% hits; inhibition, % at 10.7 µM;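 active = mean replicate inhibition of at least 30%, or all replicates individually reaching that 30% level; inactive = mean below 30% and not every replicate reaching it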;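 note: 0% = neutral control wells and 100% = L-leucinethiol positive control wells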
* = called active by the depositor; ? = inconclusive; · = not tested or not shown; & = joins results of further samples.

smiles	S100A4 MyoIIA	ERp5 block	ERAP1 HTS inh	RAD54 inh	E-sel inducer	XiGFP reactiv	RAD52 inh	esBAF inh
C/C=C/c1ccc([C@@H]2[C@@H](CO)N(C(=O)COC)[C@@H]2CNC(=O)CC)cc1	9	-3	0	-1	-0.1	0.0	-2	1
O=C(C[C@@H]1CC[C@H]2[C@@H](COC[C@H](O)CN2CC2CCCCC2)O1)NCc1ccc(F)cc1	16	-1	1	10	0.0	-0.1	-3	-1
COc1cc2oc(=O)cc(-c3ccc(-c4ccc(C)cc4)cc3)c2c(OC)c1OC	-1	-3	·	-7	·	0.0	-8	5
CN(C(=O)c1ccco1)c1nc(-c2ccc(Cl)cc2)cs1	-2	3	-3	-8	0.0	0.3	0	35
CC(=O)N1CCN(C(=O)c2ccc(S(=O)(=O)Nc3ccccc3Cl)cc2)CC1	7	2	0	5	1.7	0.0	-6	-1
C[C@@H]1CN([C@H](C)CO)C(=O)Cc2cc(NS(=O)(=O)c3ccc(Cl)cc3)ccc2O[C@H]1CN(C)CC1CCCCC1	1	0	-4	10	-11	-0.1	10	2
COc1ccc([C@H]2C=C(C(=O)O)O[C@@H](OCc3ccc(CO)cc3)C2)cc1	-4	1	0	-7	-0.1	0.1	-31	5
COCCn1c(SCC(=O)c2ccccc2)nc2ccccc2c1=O	-34	6	0	·	2.6	0.0	-11	·
COc1ccc(OC)c(C(=O)c2ccc(C(=O)N3CCN(Cc4csc(C)n4)CC3)cc2)c1	4	2	-3	·	·	0.0	-13	·
CCCCN(C)CCN1C(=O)C2C(C(=O)Nc3ccc(Cl)cc3)C3C=CC2(O3)C1C(=O)NC1CCCCC1 (centres undefined)	-4	3	-17	0	0.3	0.2	-7	-4
COc1ccc(-c2cc3cc(OC)c(OC)cc3cn2)cc1OC	3	2	·	·	·	-0.1	-19	·
CC(C)CN1CCN(Cc2nc(C(C)C)cs2)CC1CCO (centres undefined)	-8	-1	2	·	5.0	0.8	-18	·
CCc1nnc(N2C(=O)c3ccccc3C2(O)c2ccccc2)s1 (centres undefined)	8	-2	3	-27	·	0.1	-4	·
COc1ccc(Cl)cc1C(=O)CSc1nnnn1C	-3	-2	5	·	-0.4	-0.5	1	·
CN(C)CCCNc1c2ccccc2nc2ccccc12	-10	7	19	99*	·	0.8	87*	-70
O=C(O)C[C@H]1C[C@@H]2c3cc(NC(=O)Nc4ccccc4F)ccc3O[C@@H]2[C@H](CO)O1	0	4	0	4	-0.3	-0.1	-22	0
COc1ccc(CC(=O)O)cc1O	0	-3	-3	4	-0.1	0.1	-14	-8
O=C(Nc1ccc(N2CCN(C(=O)c3ccccc3)CC2)cc1)c1ccc([N+](=O)[O-])o1	1	25	-1	·	·	4.1	-9	·
CCc1ccc(-n2c(=O)c3ccccc3n(CC(=O)NCc3ccco3)c2=O)cc1	-27	-1	·	7	0.2	0.2	-5	·
COc1ccc2nc(C)cc(SCC(=O)O)c2c1	-2	2	4	-6&3	·	·	-2	-4&-10
Cc1ccccc1N1C(=S)NC2c3ccccc3OC1(C)C2C(=O)N(C)C (centres undefined)	-1	-3	0	-1	-0.1	0.1	-3	-1
C[C@@H]1CN([C@H](C)CO)C(=O)c2cc(NC(=O)CCC(F)(F)F)ccc2O[C@@H](C)CCCCO[C@@H]1CN(C)C(=O)NC1CCCCC1	7	0	-1	9	-0.1	-1.0	9	-4
C=CCN(c1ccc(C(=O)Nc2ccc(NC(C)=O)cc2)cc1)S(C)(=O)=O	6	-14	-2	1	·	0.0	-1	-1
Cc1ccc(/C=N/n2c(-c3ccncc3)n[nH]c2=S)cc1	3	8	0	·	·	0.0	-6	·
COc1ccc(Nc2ccc(N3C(=O)CC(C)C3=O)cc2[N+](=O)[O-])cn1 (centres undefined)	-9	9	3	·	·	0.0	-37	·
O=C(c1cccs1)N(c1cccc(Cl)c1)C1C=CS(=O)(=O)C1 (centres undefined)	12	3	5	·	·	0.4	-7	·
CCS(=O)(=O)c1ccc(O)c(NC(=O)c2ccc(S(=O)(=O)N3CCCCCC3)cc2)c1	1	-7	2	11	0.0	0.8	-9	-5
CC1(C)CC(=O)C2=C(C1)N(c1ccccc1)C(=O)CC2c1ccc(O)cc1 (centres undefined)	2	-3	-1	·	2.1	-0.1	2	·
O=C1CC2(CCCC2)C(=O)N1CN1CCN(S(=O)(=O)c2ccc(F)cc2F)CC1	-5	1	0	0	0.3	-0.1	-15	·
CSc1ccc(S(=O)(=O)N2CCC(C(=O)NCc3ccco3)CC2)cc1	6	-4	-3	-7	0.2	0.5	-11	-8

Part of the list above, reformatted.
Second line of a record: S100A4 MyoIIA, ERp5 block, ERAP1 HTS inh, RAD54 inh, E-sel inducer, XiGFP reactiv, RAD52 inh, esBAF inh
- CCc1ccc(-n2c(=O)c3ccccc3n(CC(=O)NCc3ccco3)c2=O)cc1
→ -27, -1, ·, 7, 0.2, 0.2, -5, ·
- COc1ccc(-c2cc3cc(OC)c(OC)cc3cn2)cc1OC
→ 3, 2, ·, ·, ·, -0.1, -19, ·
- CCS(=O)(=O)c1ccc(O)c(NC(=O)c2ccc(S(=O)(=O)N3CCCCCC3)cc2)c1
→ 1, -7, 2, 11, 0.0, 0.8, -9, -5
- CC1(C)CC(=O)C2=C(C1)N(c1ccccc1)C(=O)CC2c1ccc(O)cc1 (centres undefined)
→ 2, -3, -1, ·, 2.1, -0.1, 2, ·

The results go on:
smiles	S100A4 MyoIIA	ERp5 block	ERAP1 HTS inh	RAD54 inh	E-sel inducer	XiGFP reactiv	RAD52 inh	esBAF inh
CC(Sc1ccccc1)C(=O)N1CCN(S(=O)(=O)c2ccccc2)CC1 (centres undefined)	2	1	-2	-8	1.3	0.4	-3	-4
COc1ccc(-c2[nH]ncc2C=O)cc1OC	-12	4	0	8	·	0.1	-4	-1
O=C(CCSc1ccccc1)N1CCN(C(=O)c2ccco2)CC1	2	0	2	-7	·	·	3	29
COC(=O)CCCCC1SCC2NC(=O)NC21 (centres undefined)	6	-1	-3	·	·	0.0	-29	-10
O=S(=O)(c1cccc(C(F)(F)F)c1)N1CCCC1c1cccnc1 (centres undefined)	3	3	27	·	2.6	0.1	-6	·
COc1ccccc1NS(=O)(=O)c1cc(NC(=O)C2=NNC(=O)CC2)ccc1C	-1	1	0	-1	1.9	-0.1	-7	0
Cn1nnnc1SCC(=O)Nc1sccc1C(N)=O	4	-2	3	-12	-0.3	0.1	-22	-3
Clc1ccccc1NN(Cc1ccccn1)c1ccccc1Cl	6	-1	-3	-6	1.9	-0.1	-4	-11
C[C@@H]1CN([C@@H](C)CO)C(=O)c2cccc(NC(=O)Nc3ccc4c(c3)OCO4)c2O[C@@H]1CN(C)Cc1ccc(C(=O)O)cc1	17	4	-1	6	-2.6	-1.4	-5	0
Cc1cccc(C)c1NC(=O)C(Cl)C(=O)c1ccccc1 (centres undefined)	-14	-5	1	-7	·	0.2	-4	·
COc1ccc(NS(=O)(=O)c2cc3c(cc2C)N(C(C)=O)CCO3)cc1	-1	-6	4	-8	·	-0.1	-8	-5
Cc1ccc(/C=C/C(=O)NCCc2ccccc2)o1	0	24	0	-8	·	0.0	-28	37
Cc1ccc(-n2ncc3c2CC(C)(C)CC3NC(=O)CCc2cccnc2)cc1 (centres undefined)	-6	3	-3	6	-0.2	0.4	-16	12
CN(C)CCNc1nc(-c2ccccc2CO)c2sccc2n1	-2	-2	-1	-3	0.0	0.0	21	-5
CCNC(=O)C[C@H]1CC[C@H]2[C@@H](COC[C@@H](O)CN2C(=O)Nc2ccc3c(c2)OCO3)O1	-1	5	2	4	0.0	0.0	1	53*
CCc1ccc2c(CN3CCc4cc(OC)c(OC)cc4C3)cc(=O)oc2c1	·	·	·	-11	0.6	0.0	·	-5
Cc1cc(OCC(=O)Nc2ccc(F)c(F)c2)nc(C(C)C)n1	12	?	-5	·	·	·	-18	·
Cc1ccc(-n2c(C)nc3ccsc3c2=O)cc1	-3	4	·	-3	·	0.1	-6	-5
O=C(O)/C=C/C(=O)NCCCc1ccccc1	-1	-78	8	·	1.5	0.3	-22	·
COCC#Cc1ccc2c(c1)O[C@@H](CN(C)C(=O)c1ccccc1)[C@H](C)CN([C@H](C)CO)S2(=O)=O	-4	2	1	-2	-0.1	0.0	4	6
COc1ccc2cc3c(N)nn(C(=O)Cc4c[nH]c5ccccc45)c3nc2c1	-21	4	-2	·	·	0.4	-18	·
CCC(=O)N(C)C[C@@H]1Oc2ncc(-c3cccc(OC)c3)cc2C(=O)N([C@H](C)CO)C[C@H]1C	-9	-3	-2	7	0.8	-1.4	9	-4
CCNC(=S)Nc1ccc(S(=O)(=O)Nc2cc(C)nc(C)n2)cc1	5	4	1	-6	8.2	0.1	-4	-3
Cc1cc(C)c(-n2nnnc2SCC(=O)c2cccs2)c(C)c1	0	-1	-4	-2	·	-0.2	-6	-5
CN(C(=O)c1cccc(NC(=O)Cc2ccc(NC(=O)C3CCN(C(=O)c4ccccc4)CC3)cc2)c1)C1CCCC1	0	1	-6	-2	0.5	0.2	-45	-8
C[C@H](CO)N1C[C@H](C)[C@H](CN(C)C(=O)Nc2cccc3ccccc23)Oc2ccc(NC(=O)CCCCCC(=O)Nc3ccccc3N)cc2CC1=O	3	10	1	-10	-13	0.6	-3	-4
O=C(COC(=O)/C=C/c1ccc(Cl)cc1)NC(=O)NCc1ccccc1	3	-2	-3	-10	0.3	0.0	16	-8

Random draw from the library. Share with any hit: about 2.5%.
